Screening results deposited in PubChem by National Center for Advancing Translational Sciences (NCATS).
VP16 counter: VP16 counterscreen qHTS for inhibitors of ROR gamma transcriptional activity; Potency, µM (top dose mostly 53.6 µM), without a hit: top-dose activity, negative = inhibition, hits mostly inhibitors; actives 3.5% (n = 310,000); AID 2546, 2010; Drosophila S2 Gal4-VP16 UAS-luciferase, luminescence, 20 h;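 note: Gal4-VP16 expression switched on by copper sulfate through the metallothionein promoter; potency is the fitted concentration of half-maximal effect; % is set by controls: 0 for no effect and ±100 for the full control effect; nearly all actives have a fitted effect of over 50% in size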
Giardia killer: Small Molecules that selectively kill Giardia lamblia: qHTS; Giardia lamblia trophozoite viability; activity change, % at 7.66 µM, hits read low; actives 0.15% (n = 340,000); AID 540267, 2011; in the data active = activity change below about -80%; inconclusive = between about -30% and that limit;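 note: parasites exposed to compound for two days anaerobically before the ATP read; % is set by controls: 0 for no effect and ±100 for the full control effect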
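Trophozoite viability was measured as ATP-dependent luminescence, read 15-30 min after reagent addition. Before that, parasites at 100 cells/well were exposed to compounds for 48 h, anaerobically, at 37 deg C.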
FLuc modulator: qHTS profiling assay for firefly luciferase inhibitor/activator using purifed enzyme and Km concentrations of substrates (counterscreen for miR-21 project); Luciferin 4-monooxygenase (Photinus pyralis), P08659; purified FLuc, Km substrates, luminescence inhibition; Potency, µM (highest dose often 57.5 µM), for inactives: at the top dose activity change, negative = inhibition, hits mostly inhibitors; actives 6.9% (n = 360,000); AID 588342, 2011;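 note: potency is the fitted concentration of half-maximal effect; plate controls were vehicle for no effect and reference inhibitor for full effect; nearly all actives have a fitted effect of over 55% in size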
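Purified P. pyralis luciferase (10nM final) with 10uM D-luciferin and 10uM ATP (Km levels) in 50mM Tris acetate pH 7.5, 10mM Mg acetate, 0.01% Tween-20, 0.05% BSA; qHTS 6-point titration, ~60 µM downward; luminescence read.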
Rab9 promoter act: qHTS Assay for Rab9 Promoter Activators | Huh7 Rab9 promoter-luciferase reporter, luminescence, 24 h | Potency, µM (titrated, usually from 9.22 µM), without a hit: at the top dose activation, negative = inhibition, hits mostly activators | actives 2.8% (n = 320,000); note: potency is the fitted concentration of half-maximal effect; % of control where 0% means no effect; nearly all actives have a fitted effect of over 60% in size
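Measured in stably transfected Huh7 cells bearing a Rab9 promoter–luciferase construct: 24 h compound treatment at 37 °C, followed by luminescence detection.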
p53 reactivator: qHTS assay for re-activators of p53 using a Luc reporter. H1299 p53-A138V BP100-luciferase reporter, luminescence, 24 h. Potency, µM (series often up to 92.2 µM), without a hit: at the highest dose activity change, positive = activation, most hits filed as activators. actives 0.063% (n = 320,000); note: potency is the fitted concentration of half-maximal effect; % of control where 0% means no effect; nearly all actives have a fitted effect of over 45% in size
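H1299 (p53-null), stable ts p53-A138V + BP100-Luc; 1000 cells/well, Opti-MEM/10% FBS; cpd 4 pt, 1:5; 24 h, 37 deg C, 5% CO2; detection reagent 10 min RT; luminescence.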
BRCA1 expr up: qHTS Assay to Identify Small Molecule Activators of BRCA1 Expression; MCF7-BRCA1-FFLuc reporter, luminescence, 48 h; response scale: scaled: vehicle 0%, 10 µM genistein 100%; Potency, µM (series often up to 46.1 µM), without a hit: at the highest dose activation, most hits filed as activators; actives 1.1% (n = 380,000); AID 624202, 2012; note: potency is the fitted concentration of half-maximal effect; nearly all actives have a fitted effect of over 80% in size; some results filed as inactive show a strong effect at the top dose
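Compounds are tested at multiple concentrations on MCF7 BRCA1-luciferase reporter cells seeded at 2000 per well; after 48 h, a single luminescence end-point is taken and curves fitted to the normalized data.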
ELG1 genotoxic: qHTS screen for small molecules that induce genotoxicity in human embryonic kidney (HEK293T) cells expressing luciferase-tagged ELG1; HEK293T ELG1-luciferase reporter, luminescence, 16 h; Potency, µM (highest dose often 46 µM), for inactives: at the highest dose activity change, positive = activation, hits mostly activators; actives 1.3% (n = 330,000); AID 504466, 2011; note: potency is the fitted concentration of half-maximal effect; % of control where 0% means no effect; nearly all actives have a fitted effect of over 60% in size
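HEK293T cells expressing luciferase-tagged ELG1 were exposed to compound or DMSO vehicle for 16 hr at 37 °C and 5% CO2. Luciferase activity was then measured with ONE-Glo after 30 min at room temperature.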
PKM2 act: qHTS Assay for Activators of Human Muscle isoform 2 Pyruvate Kinase; Pyruvate kinase PKM (Homo sapiens), P14618; purified PKM2, Kinase-Glo ATP luminescence, activation; response scale: 0% is enzyme alone, no compound; Potency, µM (highest dose often 57.5 µM), for the others: at the top dose activation, usual class: activators; actives 0.34% (n = 260,000); note: potency is the fitted concentration of half-maximal effect; % is set by controls: 0 for no effect and ±100 for the full control effect; nearly all actives have a fitted effect of over 55% in size
Target sequence (P14618 whole entry, looked up, canonical isoform): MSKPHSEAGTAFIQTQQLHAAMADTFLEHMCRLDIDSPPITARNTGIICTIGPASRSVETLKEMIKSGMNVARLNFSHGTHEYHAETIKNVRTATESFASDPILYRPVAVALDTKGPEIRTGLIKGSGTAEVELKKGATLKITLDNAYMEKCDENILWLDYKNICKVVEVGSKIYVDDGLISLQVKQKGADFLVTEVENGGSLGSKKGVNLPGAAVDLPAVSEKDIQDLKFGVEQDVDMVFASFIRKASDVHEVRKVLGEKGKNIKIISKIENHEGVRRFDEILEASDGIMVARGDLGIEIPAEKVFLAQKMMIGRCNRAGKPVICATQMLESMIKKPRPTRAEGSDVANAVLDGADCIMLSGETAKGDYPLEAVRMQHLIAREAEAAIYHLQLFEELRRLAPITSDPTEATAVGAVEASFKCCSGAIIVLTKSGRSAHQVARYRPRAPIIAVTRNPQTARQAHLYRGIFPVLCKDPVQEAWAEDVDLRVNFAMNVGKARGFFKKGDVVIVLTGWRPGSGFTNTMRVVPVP
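Purified hPK-M2 (>95%) run at intermediate activity with 0.1 mM ADP and 0.5 mM PEP in 50 mM imidazole pH 7.2, KCl, MgCl2; 1 h room temperature. ATP formed read by Kinase-Glo luminescence; normalized to uninhibited and no-enzyme controls.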
NPC1 prom act: qHTS Assay for NPC1 Promoter Activators | Huh7 NPC1 promoter luciferase reporter, 24 h | Potency, µM (top dose mostly 9.22 µM), inactives show at the top dose activation, usual class: activators | actives 2.4% (n = 320,000) | AID 485313, 2010;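 note: potency is the fitted concentration of half-maximal effect; % of control where 0% means no effect; nearly all actives have a fitted effect of over 60% in size; reporter is driven by a mutant NPC1 promoter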
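Luminescence read-out of NPC1 promoter-driven luciferase in stably transfected Huh7 cells; compounds delivered in DMSO and left 24 h at 37C, 5% CO2, qHTS titration format.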
Menin-MLL TR inh: qHTS Assay for Inhibitors Targeting the Menin-MLL Interaction in MLL Related Leukemias: Competition With Texas Red Labeled MLL-derived Mutant Peptide. Menin + Texas Red MLL mutant peptide, fluorescence polarization. Potency, µM (series often up to 61.6 µM), inactives show top-dose FP activity change, negative = inhibition, actives largely listed as inhibitors. actives 0.23% (n = 270,000); active = well fitted inhibition curve with a large enough effect in the polarisation, with a control signal flat, not every such curve was filed as active; inconclusive = small, poorly fitted or top-dose-only effect, or effect the other way, or a change in a side signal; inactive = no such curve, though single readings can be large or run the other way; the % refers to the polarisation; note: potency is the fitted concentration of half-maximal effect; % of control where 0% means no effect; many of its hits are not listed in these tables
Target sequence (O00255 whole entry, looked up): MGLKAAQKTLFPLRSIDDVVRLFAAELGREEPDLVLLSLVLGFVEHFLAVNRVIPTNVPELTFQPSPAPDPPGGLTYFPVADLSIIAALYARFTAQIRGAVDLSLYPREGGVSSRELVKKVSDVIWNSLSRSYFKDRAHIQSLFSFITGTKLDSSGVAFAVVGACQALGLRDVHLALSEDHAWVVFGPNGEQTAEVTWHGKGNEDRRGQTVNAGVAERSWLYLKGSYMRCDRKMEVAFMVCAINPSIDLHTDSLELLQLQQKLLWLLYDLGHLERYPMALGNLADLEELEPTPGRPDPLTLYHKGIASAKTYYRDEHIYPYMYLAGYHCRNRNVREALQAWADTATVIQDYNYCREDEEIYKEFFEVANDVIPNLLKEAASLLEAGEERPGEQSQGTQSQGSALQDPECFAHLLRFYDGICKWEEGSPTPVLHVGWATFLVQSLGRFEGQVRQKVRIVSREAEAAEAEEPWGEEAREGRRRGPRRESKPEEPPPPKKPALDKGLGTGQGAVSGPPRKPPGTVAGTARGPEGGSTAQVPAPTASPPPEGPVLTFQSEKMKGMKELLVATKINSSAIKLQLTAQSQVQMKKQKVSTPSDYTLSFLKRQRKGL
RORgamma inh: qHTS for inhibitors of ROR gamma transcriptional activity; actives 5.4% (n = 310,000); AID 2551, 2010; Potency, µM (series often up to 53.6 µM), for inactives: at the top dose activity change, negative = inhibition, usual class: inhibitors; Drosophila S2 Gal4-RORgamma UAS-luciferase reporter, 20 h; Nuclear receptor ROR-gamma (Mus musculus), P51450; note: potency is the fitted concentration of half-maximal effect; % is set by controls: 0 for no effect and ±100 for the full control effect; nearly all actives have a fitted effect of over 60% in size
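Drosophila S2 cells stably expressing Gal4-DBD/mouse RORγ fusion under metallothionein promoter plus UAS-luciferase; compound 1 h, then 700 uM CuSO4 induction for 20 h at ambient temperature; inhibition read as reduced luminescence.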
The depositor's hits bear a star; ? = inconclusive; . = not tested or not shown; & = joins results of further samples; [ ] = another dose, or the depositor's remark. Unless noted, calls come from the whole dose curve; as a rule, active = well fitted curve in the direction sought with a large enough effect; inconclusive = small, poorly fitted or top-dose-only effect, or another doubt; inactive = no such curve, though single readings can be large; an effect the other way counts as inactive or inconclusive.

SMILES	VP16 counter	Giardia killer	FLuc modulator	Rab9 promoter act	p53 reactivator	BRCA1 expr up	ELG1 genotoxic	PKM2 act	NPC1 prom act	Menin-MLL TR inh	RORgamma inh
Cn1c(=O)c2c(nc(CN3CCN(Cc4ccccc4)CC3)n2Cc2ccc(F)cc2)n(C)c1=O	-2%	-18	-39%	0%	-1%	25%	-18%	0%	-4%	-5%	16%
O=C(c1ccc(S(=O)(=O)N2CCCCC2)cc1)N1CCCC(C(F)(F)F)C1 (centres undefined)	.	-25	6%	1%	-6%	-21%	1%	.	3%	.	.
Cn1c(NNC(=O)c2c(F)cccc2F)cc(=O)n(C)c1=O	-7%	4	0%	-1%	8%	-7%	-1%	-11%	-1%	.	22%
CC(C)CC(NC(=O)C(NC(=O)C1OC2OC(C)(C)OC2C2OC(C)(C)OC12)C(C)C)C(=O)O (centres undefined)	-9%	10	-3%	-1%	3%	-7%	1%	0%	-2%	10%	1%
COc1ccc(S(=O)(=O)Nc2cccc(-c3ccc4nncn4n3)c2)cc1	.	9	-2%	-20%	-4%	-79%	3%	.	-29%	.	.
COc1cc(O)c(CC=C(C)C)c(O)c1C(=O)CCc1ccc(O)cc1	-5%	-5	-13%	-1%	17%	-35%	9%	1%	11%	.	-14%
Cc1sc(NC(=O)Cc2ccc3c(c2)OCO3)nc1-c1ccc2c(c1)CCN2C(=O)c1ccc(F)cc1	3%	-10	3%	-29%	-6%	-38%	-1%	1%	-16%	-2%	1%
C=CCNC(=S)N1CCN(Cc2ccccc2)CC1	-7%	-20	0%	-19%	1%	16%	-5%	1%	-8%	5%	-10%
CCc1ccccc1NC(=O)c1ccc(CN2CCC(Cc3ccccc3)CC2)cc1	-1%	15	11%	-12%	2%	-58%	-7%	1%	0%	?	27%
Cc1c(C(=O)C(=O)NCC2CCCO2)c2ccccc2n1C (centres undefined)	4%	3	3%	-1%	-2%	-2%	4%	-22%	-8%	0%	20%

Among those listed so far, 4 contain a halogen:
SMILES	VP16 counter	Giardia killer	FLuc modulator	Rab9 promoter act	p53 reactivator	BRCA1 expr up	ELG1 genotoxic	PKM2 act	NPC1 prom act	Menin-MLL TR inh	RORgamma inh
Cn1c(=O)c2c(nc(CN3CCN(Cc4ccccc4)CC3)n2Cc2ccc(F)cc2)n(C)c1=O	-2%	-18	-39%	0%	-1%	25%	-18%	0%	-4%	-5%	16%
O=C(c1ccc(S(=O)(=O)N2CCCCC2)cc1)N1CCCC(C(F)(F)F)C1 (centres undefined)	.	-25	6%	1%	-6%	-21%	1%	.	3%	.	.
Cn1c(NNC(=O)c2c(F)cccc2F)cc(=O)n(C)c1=O	-7%	4	0%	-1%	8%	-7%	-1%	-11%	-1%	.	22%
Cc1sc(NC(=O)Cc2ccc3c(c2)OCO3)nc1-c1ccc2c(c1)CCN2C(=O)c1ccc(F)cc1	3%	-10	3%	-29%	-6%	-38%	-1%	1%	-16%	-2%	1%

(continued)
SMILES	VP16 counter	Giardia killer	FLuc modulator	Rab9 promoter act	p53 reactivator	BRCA1 expr up	ELG1 genotoxic	PKM2 act	NPC1 prom act	Menin-MLL TR inh	RORgamma inh
Cc1ccccc1C(=O)Nc1sc(C)c(C)c1C(=O)c1ccccc1	8%	-3	-20%	4%	-1%	-35%	-3%	5%	3%	28%	5%
Cc1ccc(N2C(=O)N(CC(=O)NC(N)=O)C(=O)C2C)cc1 (centres undefined)	2%	39[activator]	-1%	0%	0%	-14%	1%	3%	-1%	-1%	3%
Cc1cc(NC(=O)CSc2ncc(CO)n2Cc2ccc(F)cc2)no1	5%	5	2%	-7%	-7%	9%	0%	.	-6%	.	3%
O=C(/C=C/c1ccc(Cl)cc1)N1CCN(c2ccccc2[N+](=O)[O-])CC1	3%	12	2%	-13%	-14%	-36%	-2%	-3%	-3%	-1%	?
O=C(Nc1ccon1)c1ccc(S(=O)(=O)N2CCCCCC2)cc1	3%	-3	-1%	-1%	11%	-3%	0%	-2%	10%	-8%	?
Cc1noc(C)c1C(=O)OCC(=O)c1c(N)n(CC(C)C)c(=O)n(C)c1=O	6%	-5	1%	2%	-3%	-25%	2%	-13%	0%	1%	8%
COC(=O)CCC(=O)N1CCC(CCC(=O)NCc2ccc(F)cc2)CC1	-3%	-5	1%	4%	.	-1%	1%	-5%	3%	4%	-32%
O=c1[nH]c(=S)[nH]c2c1C(c1cc([N+](=O)[O-])c(N3CCOCC3)cc1N1CCOCC1)O2 (centres undefined)	10%	-12	-1%	2%	0%	-15%	0%	2%	-1%	10%	10%
c1ccn(-c2ncnc3sc4c(c23)CCCC4)c1	6%	-6	3%	7%	-4%	1%	-3%	0%	-6%	-15%	16%
Fc1ccc(CNC(=S)NCc2cccc(Cl)c2)cc1	?	-9	1%	5%	-6%	0%	0%	24%	15%	.	45%
Cc1ccc(OCC(=O)N(C)CCc2ccccn2)cc1	3%	-7	-5%	-1%	13%	42%	4%	-1%	2%	-5%	17%
COc1ccc(-n2c(C)cc(C=O)c2C)cc1Cl	-12%	-3	-3%	3%	-2%	-21%	1%	-4%	0%	-12%	-5%
O=C(NCc1ccccn1)c1ccc(OC2CCN(Cc3ccccc3O)CC2)cc1	7%	-22	0%	0%	2%	-29%	0%	.	1%	.	7%
CNC(=O)/C(C#N)=C/c1c(N2CCCCCC2)nc2ccccn2c1=O	0%	-3	0%	-5%[1.84 µM]	-4%	-13%	1%	.	-2%	8%	8%
O=C(NCc1ccco1)/C(=C/c1ccccc1F)NC(=O)c1ccccc1	-2%	36[activator]	5%	-1%	-2%	10%	1%	-2%[0.46 µM]	1%	13%	9%
COCCNC(=O)C(c1ccc(C)cc1)N(CCOC)C(=O)CCC(=O)Nc1nccs1 (centres undefined)	-6%	-1	1%	-8%	1%	3%	-7%	-2%	-1%	-19%	16%
Cc1ccc[n+](-c2nc3ccccc3nc2C(=C=[N-])C#N)c1	2%&3%	7&-5	7%&1%	-1%&-3%	-4%&3%	10%&10%	0%&2%	10%&22%	2%&-4%	-18%	3%&-36%
N#CC(C(=O)Nc1ccc(Cl)cc1)=C1Nc2ccccc2N1	?	5	2%	10%	5%	-29%	0%	1%	-3%	?	?
COC(=O)c1ccc(C23CC4(C2)[C@H](CN(Cc2cccnc2)[C@@H]4c2ccccc2)C3c2ccc(Cl)nc2)cc1 (some centres undefined)	-13%&-8%	6	3%	-8%	5%	0%	-9%	-2%&-2%	-3%	10%	-10%&-27%
O=C(COC(=O)c1cnc(Cl)c(Cl)c1)NCc1cccs1	6%	-7	-2%	-3%	3%	-1%	2%	9%	-1%	7%	12%
C[C@H]1CN=C(N(C)C)N1CC1CCC(C(C)(C)C)CC1 (some centres undefined)	.	-27	5%	-14%	-4%	-30%	-24%	.	-4%	.	.
CCSc1ccc(C(=O)Nc2ccc(Br)cn2)cc1[N+](=O)[O-]	-5%	6	-1%	-6%	?	25%	28%	-3%	0%	-2%	21%
O=C1c2ccccc2C(=O)N1OCc1ccc(Cl)cc1	-18%	-4	-41%[2.3 µM]	0%	19%	-28%	2%	-5%	4%	?	33%
COc1cc(NC(=O)CCC2CCCC2)cc(-n2cnnn2)c1	-3%	14	?	-3%	-3%	-22%	-2%	0%	1%	3%	27%
Cc1ccc(SCc2cn3c(C)cc(C)nc3n2)cc1	4%	6	?	?	8%	50%	14%	12%	17%	.	2%
Cc1ccc(-n2nnc3c(=O)n(CC(=O)OCc4ccccc4)cnc32)cc1	2%	-11	5%	-8%	6%	10%	1%	-15%	0%	-20%	-18%
CC(C)(C)C(=O)Nc1cc(NC(=O)C(C)(C)C)cc(C(=O)NNC(=O)c2ccncc2)c1	-4%	-1	0%	5%	.	10%	0%	0%	-3%	13%	-3%
O=C(O)c1ccc(NS(=O)(=O)c2ccc3c(c2)OCCO3)cc1	-1%	9	0%	-2%	0%	-13%	2%	-9%	1%	15%	-3%
Oc1ccc(-c2nnc(SCC3CCCCC3)o2)cc1	8.9µM*	-12	15µM*	2.8µM*	?	6.3µM*	?	-1%	3.2µM*	6%	3.2µM*

These rows are one share of the data; count on the stated rates, not on these rows.
